GPR35 arrestin U2OS: GPR35 antagonists blocking zaprinast-driven arrestin recruitment, primary screen, imaging, U2OS, beta-arrestin-GFP, zaprinast agonist (AID 2058) | 0.052% of 290,000 active | inhibition, % at 10 µM, or IC50 in µM where a hit was titrated | U2OS GPR35 beta-arrestin-GFP translocation imaging, zaprinast antagonism; higher % means a stronger effect;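 active means inhibition of at least 50% with at least 30 cells and total cytoplasm GFP at most 10,000,000; inconclusive means under 30 cells or total GFP of 10,000,000 plus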
HIV fusion peptide: inhibitors of HIV fusion peptide binding, primary screen, biochemical, uHTS, fluorescence dequenching (AID 1986); 0.3% of 290,000 active; cell-free peptide binding, fluorescence dequenching, 30 min; higher % means a stronger effect; inhibition, % at 20 µM; hits with a dose series show IC50 in µM; in the data active means inhibition mostly above about 52%, no sharp cut-off; inactive means mostly below about 76%; further: some results filed as inactive read as strong as hits
SIAH1 antagonists: blockers of Siah-1 interaction with plectin peptide – biochemical, fluorescence polarization, rhodamine-plectin, uHTS, primary screen (AID 1817). Siah-1 / rhodamine-plectin peptide fluorescence polarization; higher % means a stronger effect. one-dose displacement, % at 20 µM; IC50 in µM for titrated hits. 0.02% of 290,000 active;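 active means displacement of at least 50% at 20 µM, with a fluorescence ratio check between 0.3 and a set limit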;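 further: plate controls were Siah plus tracer with DMSO for no effect and tracer alone without Siah for full effect; strong numbers were not always called active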
UTI89 phage lysis: inhibition of K1F phage lysis, E. coli UTI89, bacterial capsule biogenesis inhibitors, alamar blue (AID 488966); E. coli UTI89 K1F phage lysis, alamar blue, 2 h; higher % means a stronger effect; inhibition, % at 100 µM, or IC50 in µM where a hit was titrated; 0.02% of 340,000 active;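 active means phage lysis inhibition, versus mean bacterial control, above a set limit; inconclusive means no clear call, values can overlap the other calls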;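 further: capsule biogenesis inhibitors block K1F phage lysis so surviving cells raise fluorescence; higher fluorescence means more inhibition of phage lysis; actives were called in the ten point dose series up to 300 µM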
GPR55 LPI antagonism: GPR55 antagonists blocking LPI-driven arrestin recruitment, primary screen, imaging, U2OS, beta-arrestin-GFP, LPI agonist (AID 2013); U2OS GPR55 beta-arrestin-GFP translocation imaging, LPI antagonism; higher % means a stronger effect; inhibition, % at 10 µM; hits with a dose series show IC50 in µM; 0.13% of 290,000 active;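 active means spots per cell inhibited over 60%, with over 100 cells counted and total cytoplasm intensity under 500,000; inconclusive means wells with under 100 cells, flagged as likely toxic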;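 further: U2OS cells stably carrying GPR55 and arrestin-GFP stimulated by 5 µM LPI near EC80; imaged beta-arrestin-GFP aggregate spots per cell after agonist stimulation; plate controls were LPI-stimulated DMSO wells for no effect and DMSO wells without LPI for full effect; some results filed as inactive read as strong as hits; confirmed hits need IC50 under 10 µM and bright autofluorescent wells are also inconclusive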
GPR55 beta-arrestin: selective activators of receptor GPR55 – imaging, U2OS cells, beta-arrestin-GFP redistribution, primary screen (AID 1961); activation, % at 10 µM, or EC50 in µM where a hit was titrated; 0.048% of 290,000 active; U2OS GPR55 beta-arrestin-GFP redistribution imaging; higher % means a stronger effect;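 active means activation above 40% with more than 50 cells counted in the well; inconclusive means wells holding fewer than 50 cells, flagged as toxic or sparse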;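 further: U2OS osteosarcoma cells stably expressing GPR55 and beta-arrestin-GFP; plate controls were DMSO negative control for no effect and LPI positive control for full effect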
AID2073: inhibitors of Mint1-CaV2.2 protein interaction, biochemical, HTRF (AID 2073). one-dose inhibition, % at 20 µM; IC50 in µM for titrated hits. HTRF protein-protein interaction, Mint1-CaV2.2; higher % means a stronger effect. 0.19% of 290,000 active; in the data active means inhibition mostly above about 51%, no sharp cut-off; inconclusive means no clear call, values can overlap the other calls; inactive means mostly below about 53%; further: some results filed as inactive read as strong as hits
NS5 inhibitors: flavivirus cap methylation enzyme inhibition – biochemical, confirmation dose response, primary screen (AID 588689); inhibition, % at 25 µM, or IC50 in µM where a hit was titrated; Dengue-2 NS5 methyltransferase capping enzyme assay, biochemical; higher % means a stronger effect; 0.3% of 340,000 active; in the data active means a potency from the dose series; inconclusive means inhibition above about 29% without an active follow-up result
NTR1 agonist: NTR1-driven beta-arrestin-GFP spot formation – imaging, U2OS cells, high content, primary screen (AID 493036). P30989. activation, % at 20 µM. 0.17% of 330,000 active. agonist mode;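 active means activation at or above 40% of the spot to cytoplasm intensity ratio, with at least 20 cells analyzed; inconclusive means wells under 20 cells, flagged as cytotoxic or low count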;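 further: 0% = DMSO without peptide and 100% = 100 nM NTR1 peptide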
Target sequence (P30989 whole entry, looked up): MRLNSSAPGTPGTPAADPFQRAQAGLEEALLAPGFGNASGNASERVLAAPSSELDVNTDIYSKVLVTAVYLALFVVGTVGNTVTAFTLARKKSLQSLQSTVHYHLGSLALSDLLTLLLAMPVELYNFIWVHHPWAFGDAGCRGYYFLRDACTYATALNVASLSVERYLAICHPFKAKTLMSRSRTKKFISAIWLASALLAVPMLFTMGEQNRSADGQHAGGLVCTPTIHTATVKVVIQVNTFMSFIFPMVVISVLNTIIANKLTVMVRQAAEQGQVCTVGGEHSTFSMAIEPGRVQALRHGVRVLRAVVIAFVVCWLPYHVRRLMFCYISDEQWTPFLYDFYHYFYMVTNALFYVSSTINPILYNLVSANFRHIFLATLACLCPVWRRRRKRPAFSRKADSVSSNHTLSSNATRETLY
NTR1 agonist cell count 20 µM: further read-out of NTR1 agonist, marked with its call; cell count; measured here: cell count, cytotoxicity flag
NS5 inhibitors pilot replicate: recorded beside NS5 inhibitors, whose call it bears; inhibition, %; measured here: pilot screen replicate inhibition
An asterisk follows results filed as active; ? = inconclusive; . = no result given; [ ] = remark or other dose. Outcome played no part in choosing rows. Share with any hit: about 1.2%.

SMILES	GPR35 arrestin U2OS	HIV fusion peptide	SIAH1 antagonists	UTI89 phage lysis	GPR55 LPI antagonism	GPR55 beta-arrestin	AID2073	NS5 inhibitors	NTR1 agonist	NTR1 agonist cell count 20 µM	others
Cc1ccc(CN(C#N)c2nc(C)cc(C)n2)cc1	-12%	-0.9%	-2%	2.5%	2%	0.3%	3%	2%	2.3	43
C/C(=N\Nc1ncnc2sc(C)c(C)c12)c1ccccn1	-6%	6.1%	-5%	-0.8%	-29%	2.2%	27%	?	15	59
Cn1c(-c2cccc([N+](=O)[O-])c2)cnc1NCc1cccc(F)c1	-11%	-1.5%	2%	-1.2%	-11%	0.6%	0%	-2%	-0.4	60
CCSc1nnc(NC(=O)CSc2nc(CC)nc3c2c(=O)n(C)c(=O)n3C)s1	6%	1.3%	-2%	-0.6%	0%	-0.1%	1%	-6%	7.9	95
CCOc1ccccc1-c1nc2c([nH]1)c(=O)n(C)c(=O)n2C	2%	1.5%	4%	0.4%	12%	0.3%	11%	-3%	-0.9	83
CC(C)(C)N=C1SCC(C)(/C=N/O)S1 (configuration not stated)	12%	-0.4%	-2%	1.7%	-1%	-0.2%	-4%	-3%	0.1	87
Nc1cc(OC(=O)c2cccs2)nn1S(=O)(=O)c1ccccc1	16%	5.4%	2%	1.2%	16%	-0.2%	-36%	-18%	-0.9	59
CC(C)OCCCNC(=S)NNC(=O)C(c1ccccc1)c1ccccc1	-18%	-1.3%	-1%	0.0%	14%	-0.2%	-31%	-13%	0.2	52
Cc1ccc(-c2noc(CCC(=O)NCCN3CCN(Cc4ccccc4)CC3)n2)cc1	-7%	0.9%	2%	-0.2%	14%	0.1%	5%	-8%	0.1	64
Cc1ccccc1-n1ccnc1SCC(=O)NCC1CCCO1 (configuration not stated)	15%	-1.5%	-5%	1.6%[50 µM]	2%	-0.1%	-1%	3%	-0.1	36

The closing two entries of the section above lead into the next.
SMILES	GPR35 arrestin U2OS	HIV fusion peptide	SIAH1 antagonists	UTI89 phage lysis	GPR55 LPI antagonism	GPR55 beta-arrestin	AID2073	NS5 inhibitors	NTR1 agonist	NTR1 agonist cell count 20 µM	others
Cc1ccc(-c2noc(CCC(=O)NCCN3CCN(Cc4ccccc4)CC3)n2)cc1	-7%	0.9%	2%	-0.2%	14%	0.1%	5%	-8%	0.1	64
Cc1ccccc1-n1ccnc1SCC(=O)NCC1CCCO1 (configuration not stated)	15%	-1.5%	-5%	1.6%[50 µM]	2%	-0.1%	-1%	3%	-0.1	36
Cc1ccc(Nc2nc3ccccc3n3cnnc23)c(Cl)c1	47%	-1.0%	0%	0.0%	5%	1.4%	?	-5%	2.1	96
CCn1nc(NC(=O)Cc2ccc(OC)cc2)c2cc3cc(C)ccc3nc21	1%	-2.4%	1%	1.3%	7%	0.0%	14%	-8%	-0.4	56
Cc1ccc(OCC(=O)Nc2ccc(S(=O)(=O)N3CCOCC3)cc2)c([N+](=O)[O-])n1	-4%	0.9%	6%	0.2%	-6%	-0.5%	4%	1%	1.6	42
CCN(CC)CCCNC(=O)CNC(=S)N(CCCN1CCOCC1)Cc1cccs1	2%	-0.5%	1%	0.0%	6%	-0.4%	-14%	-1%	0.5	63
CC(/C=N/NC(=O)c1sc(N)nc1C)=C\c1ccccc1	14%	-2.5%	13%	0.1%	12%	-0.2%	-2%	-9%	2.1	80
CCn1nc(C(=O)Nc2ccc(S(=O)(=O)Nc3ncccn3)cc2)c2ccccc2c1=O	2%	2.2%	0%	-0.2%	-2%	1.0%	4%	-2%	-0.5	50
COC(=O)c1cccc(S(=O)(=O)N2CCC(NC(=O)NC34CC5CC(CC(C5)C3)C4)CC2)c1	-5%	-1.1%	3%	0.5%	6%	-0.1%	4%	-2%	2.9	75
O=C(N/N=C/c1ccco1)c1ccc(NC(=O)c2ccccc2Cl)cc1	-10%	-0.7%	9%	-0.5%	6%	-0.2%	-1%	-5%	-1.2	89
CCOC(=O)C1CCN(c2c(NCCN3CCN(c4ccccc4)CC3)c(=O)c2=O)CC1	-1%	1.6%	3%	0.3%	8%	1.4%	3%	-7%	-0.6	34
O=C(Cn1cccc1C(=O)c1ccccc1)NCCN1CCOCC1	-5%	1.5%	0%	4.3%	4%	-0.3%	-2%	-3%	0.9	43
Cc1ccc(S(=O)(=O)N2CCN(Cc3cccnc3)CC2)cc1	-8%	-1.7%	-1%	0.2%	0%	-0.1%	11%	3%	0.3	62
Cc1ccc(C2c3c(oc4cc(C)c(C)cc4c3=O)C(=O)N2CCCN2CCOCC2)cc1 (configuration not stated)	0%	-2.5%	12%	228µM*	2%	-0.1%	1%	-3%	-1.4	51
COc1ccc(S(=O)(=O)N/N=C/c2ccc(OCCN3CCOCC3)c(OC)c2)cc1	-1%	3.7%	0%	2.4%[50 µM]	5%	0.3%	4%	-10%	1.4	56
O=C(CSc1nnc(-c2cccnc2)o1)Nc1cccc(Cl)c1	-8%	-1.3%	4%	-0.1%	5%	-0.2%	-10%	-2%	-0.1	56
CN1CCN(S(=O)(=O)c2cccc(C(=O)NCc3ccccc3Cl)c2)CC1	-9%	-0.7%	5%	0.0%	-3%	-0.3%	?	2%	2.0	65
C/C(=C1/SC(N2CCOCC2)=NC1=O)c1ccc(Cl)cc1	-2%	-0.7%	-3%	4.1%	-12%	-0.2%	-8%	3%	-0.4	36
Cc1cccc(NC(=O)CSc2nnc(-c3ccco3)o2)c1	3%	-1.0%	4%	4.6%	2%	0.0%	4%	2%	1.9	34
Cc1nc2c3ccccc3[nH]c(=O)n2n1	-2%	-1.0%	-1%	0.1%	-3%	-0.4%	4%	4%	3.2	47
O=S(N1CCc2ccccc21)C12CC3CC(CC(C3)C1)C2 (configuration not stated)	-10%	-1.1%	7%	-0.3%	-8%	0.2%	-6%	-4%	1.4	58
COc1ccc(CCNC(=O)Cn2nnc(-c3cccs3)n2)cc1OC	-20%	2.2%	4%	4.7%	6%	0.2%	-4%	-1%	0.0	52
Nc1n[nH]c2ccccc12	4%	-0.8%	2%	-0.1%	8%	0.4%	1%	-3%	-1.5	97
Cc1ccc(Sc2nc(-c3ccccc3)nnc2C(F)(F)F)cc1	-8%	-0.3%	5%	0.1%	-6%	-0.1%	-4%	-7%	36	68
COC(=O)C1=C(NC(=O)C(C)(C)C)CCS1	-15%	0.6%	-4%	-1.0%	-5%	-0.1%	10%	-6%	-0.2	55
Cc1ccc(NC(=O)COC(=O)Cn2c(C)csc2=O)cc1	18%	-1.7%	4%	0.1%	-6%	-0.2%	13%	-2%	-1.2	76
CCCCN=C1NN=C(c2ccc(C)c(C)c2)CS1	4%	-1.8%	-2%	.	-1%	0.2%	22%	.	0.1	72
Cc1cccc(N2CC(O)(c3cccs3)[N+]3=C2CCCCC3)c1 (configuration not stated)	0%	-0.8%	7%	0.1%	17%	-0.5%	-9%	5%	1.0	70
O=C(CCC(=O)NC1CCCCC1)Nc1cccnc1	-2%	-1.1%	-3%	0.3%	0%	-0.1%	-5%	-3%	-0.3	57	NS5 inhibitors pilot replicate=-7.3
Cc1ccc(-c2csc3ncnc(N4CCN(Cc5ccccc5)CC4)c23)cc1	-13%	1.2%	-4%	-0.1%	4%	-0.1%	-6%	-5%	15	63
O=C(CS(=O)(=O)Cc1ccccc1)Nc1cccnc1	-1%	0.4%	0%	0.4%	15%	0.3%	1%	1%	0.1	73
COC(=O)C1C(=O)C2=C(CC1C)Nc1ccccc1NC2c1cccs1 (configuration not stated)	7%	-1.2%	-4%	0.1%	1%	-0.5%	5%	2%	-0.6	85
Cc1cc(C)cc(NC(=O)c2cnn(-c3ccccc3)c2C2CCNCC2)c1	8%	-1.5%	-4%	0.2%	-3%	-0.5%	-13%	0%	0.0	86
Cc1nc(N2CCCCC2)c2c(C)c(C(=O)Nc3ccc4c(c3)OCCO4)sc2n1	2.1µM*	-0.4%	5%	0.3%	-6%	1.3%	19%	-16%	5.2	58
O=C(CCNC(=O)c1ccccc1Cl)Nc1ccc(Br)c(C(F)(F)F)c1	10%	-0.9%	-4%	0.3%	4%	-0.2%	5%	-2%	-0.1	64
COc1ccc(Br)cc1-c1nc(CCl)cs1	-6%	3.0%	18%	-0.3%	1%	-0.1%	24%	.	-0.4	84
Cn1c(SCCOc2cccc(Cl)c2)nnc1-c1ccncc1	8%	-4.0%	-5%	0.1%[50 µM]	8%	-0.1%	-13%	3%	-0.2	69
Cc1cccc(OC(C)c2ccnc3nc(/N=C/N(C)C)nn23)c1 (configuration not stated)	-15%	2.3%	0%	2.8%	-2%	0.5%	14%	20%	-1.2	75
CN1C(=O)C(O)(CC(=O)c2cccc(-n3cccc3)c2)c2ccccc21 (configuration not stated)	-13%	2.0%	-6%	-0.5%	-1%	0.2%	9%	-6%	3.4	48
COc1ccccc1C(=O)C1CCCN(C(=O)c2ccccc2C(C)=O)C1 (configuration not stated)	7%	0.9%	8%	-0.3%	0%	-0.2%	2%	-11%	1.1	59
COc1cccc(CN(C)C(=O)c2cc(COc3ccc4ncccc4c3)on2)c1	-12%	-0.1%	5%	-1.4%	-3%	1.4%	10%	-7%	1.4	42
CN(C)S(=O)(=O)c1ccc(C(=O)Nc2ccn(C)n2)cc1	-1%	0.9%	10%	-0.1%	-4%	-0.1%	18%	-2%	-1.6	41
COc1ccc(/C=N/Nc2ccccc2)cc1Cn1nc(C)c([N+](=O)[O-])c1C	5%	1.2%	-1%	13%	12%	-0.1%	-8%	-1%	0.5	57

A draw from above in order of count of non-hydrogen atoms, descending:
SMILES	GPR35 arrestin U2OS	HIV fusion peptide	SIAH1 antagonists	UTI89 phage lysis	GPR55 LPI antagonism	GPR55 beta-arrestin	AID2073	NS5 inhibitors	NTR1 agonist	NTR1 agonist cell count 20 µM	others
Cc1cc(C)cc(NC(=O)c2cnn(-c3ccccc3)c2C2CCNCC2)c1	8%	-1.5%	-4%	0.2%	-3%	-0.5%	-13%	0%	0.0	86
CN1C(=O)C(O)(CC(=O)c2cccc(-n3cccc3)c2)c2ccccc21 (configuration not stated)	-13%	2.0%	-6%	-0.5%	-1%	0.2%	9%	-6%	3.4	48
CN(C)S(=O)(=O)c1ccc(C(=O)Nc2ccn(C)n2)cc1	-1%	0.9%	10%	-0.1%	-4%	-0.1%	18%	-2%	-1.6	41
COc1ccc(Br)cc1-c1nc(CCl)cs1	-6%	3.0%	18%	-0.3%	1%	-0.1%	24%	.	-0.4	84

Screens as filed in PubChem.
